# Assay outcomes as filed in PubChem BioAssay.
# Pol kappa inh – inhibitors of human DNA polymerase kappa; Q9UBT6; purified Pol kappa, fluorescent DNA synthesis assay, 10 min; Potency, µM (doses to about 107 µM), for inactives: at the highest dose activity, negative = inhibition, usual class: inhibitors; 0.53% of 400,000 active; AID 588579; note: potency is the fitted concentration of half-maximal effect; % is set by controls: 0 for no effect and ±100 for the full control effect
#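 50 nM final substrate added after 15 min RT preincubation of 10 nM Pol kappa with compound; fluorescence read at 0 and 10 min.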
# Apoferritin bind – binds horse apoferritin like a general anesthetic; P02791; apoferritin/1-aminoanthracene competitive binding, fluorescence; Potency, µM (highest dose often 77.5 µM), inactives show top-dose activity change, negative = displacement, hits mostly inhibitors; 0.074% of 350,000 active; note: potency is the fitted concentration of half-maximal effect; % is set by controls: 0 for no effect and ±100 for the full control effect; nearly all actives have a fitted effect of over 20% in size
# Target sequence (P02791 2-175 limits assumed): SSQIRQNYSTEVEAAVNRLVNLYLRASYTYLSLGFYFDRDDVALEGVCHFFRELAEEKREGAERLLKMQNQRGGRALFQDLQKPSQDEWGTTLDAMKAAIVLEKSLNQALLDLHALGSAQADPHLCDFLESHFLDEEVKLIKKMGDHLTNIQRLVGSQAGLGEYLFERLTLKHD
#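 In PBS, apoferritin at 10 uM is loaded with 1-AMA from a 50% saturated solution. After 10 min of compound exposure at ambient temperature, reduced 535 nm fluorescence indicates probe displacement.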
# BLM helicase inh – Bloom syndrome helicase (human) inhibition | P54132 | recombinant BLM DNA unwinding, fluorescence dequenching | Potency, µM (titrated, usually from 56.1 µM), for inactives: top-dose activity change, negative = inhibition, hits mostly inhibitors | 0.2% of 350,000 active;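 note: potency is the fitted concentration of half-maximal effect; plate controls were vehicle for no effect and no enzyme for full effect; nearly all actives have a fitted effect of over 35% in size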
# ERG Ets-DNA blk – ERG Ets/DNA interaction inhibition | Potency, µM (series often up to 76.9 µM), for inactives: top-dose FP activity, negative = inhibition, usual class: inhibitors | 0.028% of 370,000 active | AID 624246 | fluorescence polarization, His-ERG Ets domain / labelled DNA; active = well fitted inhibition curve with a large enough effect in the polarisation, with a control signal flat; inconclusive = small, poorly fitted or top-dose-only effect, or effect the other way, or a change in a side signal; inactive = no such curve, though single readings can be large or run the other way; the % refers to the polarisation;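 note: polarization taken with two DNA probes labelled with fluorescein and Texas red; potency is the fitted concentration of half-maximal effect; % of control where 0% means no effect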
# Target sequence (P11308 whole entry, looked up, the tested form may be a part): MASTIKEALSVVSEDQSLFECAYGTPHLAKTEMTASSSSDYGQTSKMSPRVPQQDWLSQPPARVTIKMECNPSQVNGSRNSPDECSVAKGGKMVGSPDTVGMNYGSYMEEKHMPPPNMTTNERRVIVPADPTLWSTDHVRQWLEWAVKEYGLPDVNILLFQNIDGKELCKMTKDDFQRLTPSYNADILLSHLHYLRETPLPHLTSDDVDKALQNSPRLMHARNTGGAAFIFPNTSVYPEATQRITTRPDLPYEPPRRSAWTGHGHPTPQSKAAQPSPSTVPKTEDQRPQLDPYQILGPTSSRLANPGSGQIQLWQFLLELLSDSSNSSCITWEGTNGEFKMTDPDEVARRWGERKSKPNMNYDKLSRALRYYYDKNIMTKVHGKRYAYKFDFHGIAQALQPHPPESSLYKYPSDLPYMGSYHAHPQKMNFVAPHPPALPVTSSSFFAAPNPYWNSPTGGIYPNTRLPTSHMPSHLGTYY
#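 His-tagged ERG Ets domain (1 uM in the protein solution; 300mM KCl, 50mM Tris-HCl, 1mM EDTA, 1mM DTT, pH 7.5) received compound, then a probe mix of 5 nM fluorescein-DNA and 100nM Texas-615-DNA. Fluorescence polarization was read for both dyes.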
# APEX1 inh – inhibitors of human APE1 endonuclease | Potency, µM (titrated, usually from 65.8 µM), for inactives: at the highest dose activity change, negative = inhibition, actives largely listed as inhibitors | P27695 | 0.35% of 350,000 active | recombinant APE1, TAMRA/BHQ-2 abasic DNA cleavage fluorescence;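 note: potency is the fitted concentration of half-maximal effect; plate controls were vehicle for no effect and reference inhibitor for full effect; nearly all actives have a fitted effect of over 55% in size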
#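 Step 1: APE1 (0.75 nM) with compound, 15 min RT. Step 2: add 50 nM fluorophore/quencher THF duplex. Step 3: three fluorescence reads 60 s apart (525/598 nm); read 3 minus read 1 = reaction progress.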
# 12-LOX inh – inhibitors of human 12S-lipoxygenase ALOX12. Potency, µM (highest dose often 108 µM), for inactives: at the top dose activity change, negative = inhibition, actives largely listed as inhibitors. purified 12hLO, xylenol orange hydroperoxide absorbance. 1.1% of 580,000 active; note: potency is the fitted concentration of half-maximal effect; % is set by controls: 0 for no effect and ±100 for the full control effect
#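 Purified human 12hLO at 150 nM in 25 mM Hepes, 0.01% Triton X-100, pH 7.0, preincubated 15 min at room temperature with compound. Reaction started with 40 uM arachidonic acid, 30 min at room temperature. Hydroperoxide measured by Fe-xylenol orange, 573/405 nm absorbance ratio.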
# TRHR agonist – activates the human TRH receptor; P34981; TRHR cells, calcium flux fluo-8, FDSS agonist mode; activation, % at 2 µM; 0.18% of 360,000 active; AID 493084; in the data active = activation above about 30%; note: 0% is about no effect
# Target sequence (P34981 whole entry, looked up): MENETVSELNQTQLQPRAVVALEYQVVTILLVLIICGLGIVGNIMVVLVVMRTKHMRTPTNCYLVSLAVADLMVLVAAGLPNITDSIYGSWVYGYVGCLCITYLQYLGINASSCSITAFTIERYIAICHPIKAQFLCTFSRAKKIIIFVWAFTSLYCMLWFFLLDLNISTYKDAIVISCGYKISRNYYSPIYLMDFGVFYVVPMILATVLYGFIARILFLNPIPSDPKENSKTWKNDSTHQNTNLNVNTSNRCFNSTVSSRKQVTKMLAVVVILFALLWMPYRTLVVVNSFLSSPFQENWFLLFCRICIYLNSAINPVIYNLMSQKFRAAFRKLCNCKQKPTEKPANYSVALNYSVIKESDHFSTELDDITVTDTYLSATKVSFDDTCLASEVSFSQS
#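 TRHR-expressing cells loaded with fluo-8 calcium dye; 23 nL library compound pin-transferred, kinetic FDSS fluorescence (Ex 480/Em 530) recorded about 180 s for agonist-induced calcium release, before a 10 nM TRH EC20 addition for potentiator mode.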
# Pol iota inh – inhibitors of human DNA polymerase iota. 1% of 390,000 active. Q9UNA4. AID 588590. Pol iota fluorescent replication assay, 10 min. Potency, µM (series often up to 115 µM), inactives show at the top dose activity, negative = inhibition, most hits filed as inhibitors; note: potency is the fitted concentration of half-maximal effect
#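 Pol iota at 10 nM preincubated 15 min with compounds at room temperature; reaction started with fluorescent substrate, 50 nM final. Fluorescence read kinetically at 0 and 10 min; buffer-only wells as negative control.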
# POLB inh – inhibitors of human DNA polymerase beta | Potency, µM (doses to about 114 µM), inactives show top-dose activity change, negative = inhibition, usual class: inhibitors | Pol beta primer extension/strand displacement, fluorescence kinetic | 1.3% of 340,000 active | AID 485314; note: potency is the fitted concentration of half-maximal effect; % is set by controls: 0 for no effect and ±100 for the full control effect
#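 Kinetic readout of DNA synthesis with strand displacement by Pol beta. Compound and 10 nM enzyme sit 15 min at room temperature; 50 nM substrate starts the reaction, read immediately and at 10 min.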
# An asterisk follows results filed as active; i = inactive; u = inconclusive; x = no result given; & = joins results of further samples; [ ] = dose if it differs, or a comment. Unless noted, calls come from the whole dose curve; as a rule, active = well fitted curve in the direction sought with a large enough effect; inconclusive = small, poorly fitted or top-dose-only effect, or another doubt; inactive = no such curve, though single readings can be large; an effect the other way counts as inactive or inconclusive.
Pol kappa inh	Apoferritin bind	BLM helicase inh	ERG Ets-DNA blk	APEX1 inh	12-LOX inh	TRHR agonist	Pol iota inh	POLB inh	mol
-13%	-16%	-14%	-8%	x	-8%	-0.6	3%	9%	Cc1ccc(NC(=O)C2CCCN(S(=O)(=O)c3cccc4cccnc34)C2)cc1Cl (stereo not drawn)
-8%	x	x	2%	-1%	1%	-0.4	-6%	x	CCOc1ccc(C(=O)NNC(=O)C2CC(=O)N(c3ccc(C)cc3)C2)cc1 (stereo not drawn)
-15%	-5%	-8%	-9%	25%	7%	0.4	35%[activator]	0%	Cc1cccc(C(=O)NCCCNC(=O)c2ccccn2)c1
-4%	-21%	0%	-8%	0%	-21%	-1.1	-1%	14%	O=C(Nc1cccnc1)c1ccccc1-c1nc(-c2ccccc2F)no1
4%	-8%	-2%	-1%	3%	u	-1.0	25%	3%	COc1ccc(CNCCCC(=O)Nc2c(Cl)ccc(C)c2Cl)cc1OC
-15%	-7%	2%	5%	-4%	-10%	0.0	-1%	21%	Cn1c(C2CCCN2C(=O)OC(C)(C)C)n[nH]c1=S (stereo not drawn)
-12%	x	x	50%[activator]	15%	8%	1.6	-15%	x	COc1ccc(N(CCC(=O)NCCc2ccccc2)S(=O)(=O)c2ccc(C)cc2C)cc1
-11%	x	x	-3%	14%	9%	-0.4	20%	x	CCN(C(=O)COC(=O)c1cc(S(=O)(=O)N2CCOCC2)ccc1F)C1CCS(=O)(=O)C1 (stereo not drawn)
-2%	-6%	1%	-8%	3%	-17%	0.4	17%	2%	CCOc1ccc(NC(=O)c2cccc3c2C(=O)N(CCOC)C3)cc1
-3%	2%	6%	-1%	10%	-23%	0.2	13%	-1%	CCOCCCNCc1ccc(Cl)cc1
-20%	6%	-13%	1%	-6%	0%	-0.6	u	-15%	O=C(/C=C/c1ccco1)N(Cc1cccc(Cl)c1)C1CCS(=O)(=O)C1 (stereo not drawn)
-13%	-6%	-1%	-11%	3%	u	0.8	31%[activator]	-2%	O=C(O)c1cnn2c(-c3ccc(F)cc3)ccnc12
-1%	-7%	-2%	0%	18%	-10%	0.3	26%	12%	CCn1c(Cc2ccccc2)nnc1SCC(=O)NC(C)(C)C
0%	-5%	-3%	-1%	10%	15%	0.4	151%[activator]	25%	CCCc1ccc(-c2ccc(-c3noc(-c4ccncc4)n3)cc2)nc1
-4%	10%	-15%	2%	-1%	-2%	-0.4	3%	-31%	Cc1ccc(NC(=O)N2CCC(C(=O)Nc3ccc(C)cc3C)CC2)cc1
-5%	-13%	-3%	-3%	2%	-9%	-0.6	-12%	11%	O=C(NCc1ccc2c(c1)OCO2)c1cnc2n(c1=O)CCS2
-9%	-11%	-8%	-3%	-1%	494%[activator]	3.8	115%[activator]	14%	CN(C)CCCN(C(=O)c1ccc(S(=O)(=O)N2CCOCC2)cc1)c1nc2ccc(F)cc2s1
3%	0%	-6%	14%	56%[activator]	-11%	0.8	40%[activator]	-6%	COC(=O)Cn1ncc(N2CC(C)OC(C)C2)c(Cl)c1=O (stereo not drawn)
3%	-8%	0%	-4%	x	-14%	0.7	8%	14%	Cc1ccc(NC(=O)Cn2cnc3onc(-c4ccc(F)cc4)c3c2=O)c(Cl)c1
-6%	-1%	-6%	-9%	17%	3%	-0.4	66%[activator]	-2%	CC(C)CN(C(=O)COC(=O)CNC(=O)c1ccc(Cl)cc1)C1CCS(=O)(=O)C1 (stereo not drawn)
-9%	10%	-2%	10%	4%	-5%	-0.4	9%	2%	NC(=O)COC(=O)c1cc(=O)[nH]c2ccccc12
-8%	-9%	-17%	-6%	10%	u	-0.3	24%	-1%	CCCc1cc(=O)n2[nH]c(C)c(-c3ccc(OC)cc3)c2n1
-6%	-22%	-4%	-10%	0%	51%[activator]	-1.2	-21%	-1%	Cc1cccc(/C(N)=N/OC(=O)CCCN2C(=O)c3ccccc3C2=O)c1
5%	-22%	-4%	-8%	50%[activator]	x	-0.9	78%[activator]	-3%	CC(Sc1nc2ccccc2[nH]1)C(=O)NC1CCCCC1C (stereo not drawn)
0%	-5%	-7%	x	-1%	8%	0.4	15%	1%	CCOC(=O)C1CCN(c2cc(=O)n(-c3ccccc3Cl)c(=O)[nH]2)CC1
-9%[60.1 µM]	1%	-6%	0%	x	-1%	4.5	38%[activator]	4%	CCc1ccccc1N1C(=O)N(CC(=O)c2ccc(OC)cc2)c2ccccc2S1(=O)=O
5%	-3%	-5%	4%	85%[activator]	-7%	-0.9	23%	-6%	Cc1cccc(C(C(=O)NC2CCCCC2)N(C(=O)c2csnn2)C2CC2)c1 (stereo not drawn)
-6%	-11%	-4%	9%	14%	0%	0.3	2%	17%	Cc1cc(NC(=O)CSc2nc(-c3cccnc3)ccc2C#N)no1
-12%[19.4 µM]	x	-9%	x	u	u	x	x	x	COCCOC(=O)C1=C(C)NC(C)=C(C(=O)OC(C)C)[C@@H]1c1cccc([N+](=O)[O-])c1
-4%	1%	-3%	0%	x	u	5.0	4%	2%	CN1CCN(C2(CNC(=O)COc3ccc(C(C)(C)C)cc3)CCCCC2)CC1

# Copied from above (2 entries):
Pol kappa inh	Apoferritin bind	BLM helicase inh	ERG Ets-DNA blk	APEX1 inh	12-LOX inh	TRHR agonist	Pol iota inh	POLB inh	mol
-12%[19.4 µM]	x	-9%	x	u	u	x	x	x	COCCOC(=O)C1=C(C)NC(C)=C(C(=O)OC(C)C)[C@@H]1c1cccc([N+](=O)[O-])c1
-4%	1%	-3%	0%	x	u	5.0	4%	2%	CN1CCN(C2(CNC(=O)COc3ccc(C(C)(C)C)cc3)CCCCC2)CC1

# (list continues)
Pol kappa inh	Apoferritin bind	BLM helicase inh	ERG Ets-DNA blk	APEX1 inh	12-LOX inh	TRHR agonist	Pol iota inh	POLB inh	mol
-12%&1%	-1%&-13%	-6%&-6%	2%&-2%	31%	-1%&-8%	1.2&0.0	55%&15%[activator]	-3%&73%	CC(C)NC(=O)CCN1C(=O)c2ccccc2Sc2ncccc21
-1%	-9%	-7%	-2%	-7%	4%	-1.4	49%[activator]	-1%	CC(=O)c1cc(C(=O)N2CCc3c([nH]c4ccccc34)C2CC(C)C)[nH]n1 (stereo not drawn)
-15%	-4%	-8%	-3%	-2%	-1%	0.6	-2%	-1%	Clc1ccc(-c2ccc(/C=N/Nc3cc(N4CCOCC4)nc(N4CCOCC4)n3)o2)cc1
2%	-13%	-1%	-13%	-2%	-20%	0.4	9%	22%	Cc1ccc(/C=C/C(=O)Nc2cc(=O)n(C)c(=O)n2C)o1
-5%	-7%	-1%	3%	3%	3%	0.7	5%	47%	COc1cc(C(=O)N/C(=C\c2cn(C)c3ccccc23)C(=O)NCCN2CCOCC2)cc(OC)c1OC
-12%	92%[activator]	-9%	u	x	-25%	7.0	-14%	u	COc1cccc(NC(=O)/C(C#N)=C/c2c(C)n(Cc3ccccc3)c3ccccc23)c1
-11%	-11%	-4%	-12%	-3%	-4%	1.5	-1%	-21%	O=[N+]([O-])/C(C=Nc1ccccc1O)=C\Nc1ccccc1O
-4%	-2%	-3%	14%	-2%	5%	1.2	-11%	-3%	O=C(Cc1cccs1)NCCc1cn2ccccc2n1
-8%	0%	-6%	-4%	9%	-9%	-0.5	9%	19%	O=C(O)c1ccc(CSc2nnnn2C2CCCCC2)cc1
0%	-3%	-2%	x	-3%	-8%	0.7	-13%	-10%	Cc1cc(C)nc(SCC(=O)NC2=NC(=O)C(C)S2)n1 (stereo not drawn)
-11%	x	x	5%	-12%	u	0.5	23%	x	COc1ccc(-c2nn(-c3ccccc3)cc2C(=O)N2CCN(S(=O)(=O)c3cccc(F)c3)CC2)cc1
-4%	-1%	-7%	-9%	9%	-17%	-0.8	24%	12%	C=CCOc1c(Cl)cc(CNn2cn[nH]c2=S)cc1OC
-12%	-9%	-2%	6%	-4%	129%[activator]	0.0	5%	0%	CC(C(=O)N1CC2(C)CC1CC(C)(C)C2)N1C(=O)c2ccccc2C1=O (stereo not drawn)
-11%	-7%	1%	6%	19%	16%	1.1	7%	-3%	Cc1nn(C(=O)c2ccco2)c(C)c1Sc1ccc([N+](=O)[O-])cc1
16%	x	x	11%	x	14%	x	6%	x	COc1ccc(-c2ccc3c(c2)C2CC3CCN2CCC#N)cc1 (stereo not drawn)
-7%	-16%	-3%	16%	10%	-2%	1.5	5%	-24%	C=CCN1C(=O)c2ccc(C(=O)N(C)CC(=O)Nc3cccc(F)c3)cc2C1=O
-24%	-6%	-5%	3%	-11%	u	0.6	58%[activator]	u	Cc1cc(O)cc2c(=O)c3ccccc3sc12
-12%	3%	-3%	-3%	8%	1%	-1.3	6%	-2%	Cc1ccc(NC(=S)NNC(=O)c2ccco2)cc1
-7%	-12%	-4%	-11%	18%	u	0.0	-2%	21%	CN(C)c1ccc(C(O)P(=O)(OCc2ccccc2)c2ccc(N(C)C)cc2)cc1 (stereo not drawn)
-14%	u	-3%	8%	28%	i	-0.1	3%	17%	COc1cc(/C=C/C(=O)OCC(=O)NC(=O)NC2CCCCC2)ccc1OC(F)F
0%	-15%	-14%	1%	15%	4%	0.3	26%	34%	COc1cccc(CC(=S)N2CCOCC2)c1
-8%	0%	-6%	x	u	u	0.4	u	0%	Cc1cc[n+](-c2nc([O-])sc2/C=N/Nc2ccc([N+](=O)[O-])cc2)cc1
1%	-18%	-2%	-4%	-9%	2%	0.0	77%[activator]	15%	Cc1nc2ccc(C(=O)Nc3cccc([N+](=O)[O-])c3)cc2s1
3%	-11%	-1%	8%	18%	-7%	0.7	33%[activator]	2%	O=C(CCCCCN1C(=O)[C@@H]2Cc3ccccc3CN2C1=O)NCCc1ccccc1

# A portion of the library; count on the stated rates, not on these rows.
